Screening data: PubChem BioAssay, several laboratories
TRAIL sens C8 = caspase-8 TRAIL sensitization | NB7+C8 cells + TRAIL, ATPlite viability luminescence | hit rate 1% among 360,000 | inhibition (viability loss, TRAIL sensitization), % at 10 µM;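 active = compounds causing at least 50% loss of cell viability in the single-dose screen, relative to plate controls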
NR2E3 ag-1 = activates human NR2E3 receptor; hit rate 0.35% among 360,000; inhibition of corepressor binding, % at 3.98 µM; AID 602229; Q9Y5X4; CHO-S Gal4-NCOR/VP16-NR2E3 two-hybrid, luciferase;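 active = inhibition above the mean of all tested compounds plus 3 SD, cut at about 70% in these data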;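 note: 0% = DMSO with NR2E3 transfected cells and 100% = cells lacking NR2E3 construct; higher means lower luciferase signal from less NR2E3 corepressor binding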
Target sequence (Q9Y5X4 whole entry, looked up, the tested form may be a part): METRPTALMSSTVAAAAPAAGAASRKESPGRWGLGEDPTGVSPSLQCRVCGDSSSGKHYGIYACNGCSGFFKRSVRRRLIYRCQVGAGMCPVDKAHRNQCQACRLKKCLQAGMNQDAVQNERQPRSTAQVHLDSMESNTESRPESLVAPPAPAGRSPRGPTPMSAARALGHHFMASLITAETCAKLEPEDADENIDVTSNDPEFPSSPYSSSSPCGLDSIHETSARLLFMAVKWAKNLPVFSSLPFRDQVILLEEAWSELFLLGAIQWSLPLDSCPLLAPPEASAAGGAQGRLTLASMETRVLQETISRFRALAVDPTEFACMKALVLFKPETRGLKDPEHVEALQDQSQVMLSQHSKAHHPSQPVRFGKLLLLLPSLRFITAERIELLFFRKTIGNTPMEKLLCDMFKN
TWEAK Fn14 block = inhibitors of TWEAK-Fn14 interaction signaling | TWEAK-stimulated Fn14 reporter cells, luciferase luminescence, 8 h | inhibition, % at 10 µM | hit rate 2% among 360,000 | AID 1159606; in the data active = inhibition above about 50%
TRPM1 prom inh = reduces MITF-dependent TRPM1 promoter luciferase signal. inhibition, % at 12.5 µM. hit rate 0.83% among 330,000. SK-MEL-5 TRPM1 promoter luciferase, 24 h. AID 488899;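 active = mean inhibition across replicates of 60% or more, whatever share of single replicates reaches that level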; note: values of inactives mirror those of a sister screen read the other way
TROY NFkB inh = blocks TROY-dependent signaling in reporter cells. Q293 LMP1-TROYcd NF-kB luciferase reporter, 4 h. inhibition, % at 10 µM. hit rate 0.98% among 360,000;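 active = compounds whose plate-normalised and pattern-corrected inhibition of the luciferase reporter signal at the single screening dose is 50% or more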
Shn3 inh set2 = Schnurri-3 reporter inhibition in Clone20 osteoblasts | Clone20 osteoblast Shn3 3'UTR firefly luciferase, 24 h | inhibition, % at 12.5 µM | hit rate 0.52% among 360,000 | AID 588674;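 active = mean inhibition of at least 75% with every replicate also reaching 75%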;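 note: 0% = median of neutral control wells and 100% = pilot-screen positive control compound; some compounds past the cut are filed as inactive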
HIF-2a inh = HIF-2a inhibition; 786-0 RCC cells HIF-2a reporter, luciferase luminescence, overnight; inhibition, % at 18.8 µM; hit rate 0.72% among 360,000;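 active = inhibition of the luminescence signal of 40% or more relative to plate controls, in a single-dose primary screen at 18.75 µM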
KKLEB cytotox = reduces viability of KKLEB cystic fibrosis airway cells; KKLEB CF airway cells viability, ATPlite luminescence, overnight; stronger effect = lower value; cells stimulated with P. aeruginosa culture filtrate; activity change (cytotoxicity), % at 5 µM; hit rate 0.36% among 360,000; AID 602141;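 active = corrected activity change at or below -50% at 5 µM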
Peg3 prom inh = reduces Peg3 promoter-driven luciferase expression in HeLa | inhibition, % at 20 µM | hit rate 1.7% among 360,000 | HeLa PEG-Prom luciferase reporter, luminescence, overnight;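 active = inhibition of at least 50% at 20 µM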
NR2E3 ag-2 = agonists of human nuclear receptor NR2E3; Q9Y5X4; GST-NR2E3/biotin-RetCOR TR-FRET, 1536-well; hit rate 0.12% among 320,000; inhibition of corepressor binding, % at 4.78 µM; AID 2300;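 active = percent inhibition above the cutoff of mean plus 3 SD of all tested compounds, set per screening campaign, cut at about 20% in these data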;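 note: 0% = DMSO wells and 100% = biotin wells as full block of FRET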
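system = GST-tagged NR2E3 plus biotinylated RetCOR corepressor | input = 1.35 nM GST-NR2E3 | also added = 7 nM biotin-RetCOR | schedule = 5 h incubation at 4 °C | measured by = TR-FRET with europium anti-GST and streptavidin-D2, 340 nm excitation | read-out = percent loss of FRET ratio relative to control wells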
CF NFkB inh = cystic fibrosis NF-kB activation inhibition; inhibition, % at 5 µM; AID 588850; KKLEB NF-kB-GFP reporter, PAF-induced, GFP fluorescence overnight; hit rate 0.86% among 360,000;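 active = at least 50% inhibition at 5 µM, scaled per plate between neutral and stimulator controls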;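 note: PAF is a Pseudomonas aeruginosa culture filtrate used as stimulus; plate controls were PAF-stimulated DMSO wells for no effect and unstimulated DMSO wells for full effect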
Numbers without * were called inactive; nt = no result given. Some of the compounds tested; the hit share may differ from the screen's.

SMILES | TRAIL sens C8 | NR2E3 ag-1 | TWEAK Fn14 block | TRPM1 prom inh | TROY NFkB inh | Shn3 inh set2 | HIF-2a inh | KKLEB cytotox | Peg3 prom inh | NR2E3 ag-2 | CF NFkB inh
Cc1ccccc1N(C)S(=O)(=O)c1ccc2[nH]cc(C(=O)NCC3CCCO3)c(=O)c2c1 (configuration not stated) | -13 | -33 | 5 | 4 | -2 | 4 | -5 | 0 | -45 | 3 | 12
CC(C)Oc1ccc(C(CCNCc2ccc(O)cc2)c2ccccc2)cc1 (configuration not stated) | 20 | 15 | -14 | 86* | -15 | 26 | 6 | -10 | 106* | nt | 1
CCOc1cc(N2CCOCC2)c(OCC)cc1NC(=O)c1nc2nc(C)cc(C)n2n1 | -2 | -17 | 4 | -4 | -4 | 7 | 5 | 2 | 10 | -1 | 2
OCc1cn(-c2ccccc2)nc1-c1cccnc1 | -10 | 9 | 18 | 0 | -2 | 3 | 4 | 1 | -19 | -3 | 30
O=C1CCc2cc(S(=O)(=O)Nc3ccccc3)cc3c2N1CCC3 | 22 | 20 | 13 | -1 | 20 | -23 | 4 | 2 | 0 | 1 | -5
COc1ccccc1NC(=O)C1CCCN1S(=O)(=O)c1cccc2nsnc12 (configuration not stated) | -15 | -17 | -1 | -2 | -11 | 8 | 10 | -3 | 7 | -2 | 19
CC1=NN(c2ccc(C)cc2)C(=O)/C1=C/c1ccc(-c2cc([N+](=O)[O-])ccc2O)o1 | -4 | -33 | -11 | 6 | 50 | -5 | -13 | -41 | 17 | nt | 54*
O=C(O)c1ccc(NCCC2=CCCCC2)c([N+](=O)[O-])c1 | -5 | -20 | 9 | 11 | 1 | -21 | -9 | 5 | -3 | -1 | -13
CCOC(=O)c1nnn(CC(=O)Nc2cc(F)ccc2F)c1C(=O)OCC | 4 | -6 | 11 | -11 | -9 | -8 | 1 | -7 | 3 | -6 | -2
COc1ccc(S(=O)(=O)N2CCC(C(N)=O)CC2)cc1C(=O)N1CCCCCC1 | 1 | 2 | 9 | 3 | -13 | 4 | 6 | 5 | 6 | 2 | -21
O=C(NNC(=O)c1cccs1)c1ccc2ccccc2c1 | 3 | -43 | -41 | -40 | -35 | -50 | -199 | 4 | -147 | 3 | -32
O=C(Nc1ccccc1N1CCCCC1)c1cccc(F)c1 | 9 | -9 | 12 | 6 | -12 | -40 | 7 | -1 | 13 | 0 | -10
Cc1cccc(-n2ccc(=O)c(C(=O)Nc3ccc(S(=O)(=O)Nc4onc(C)c4C)cc3)n2)c1 | -17 | -15 | 28 | 3 | -28 | -6 | 5 | 1 | 0 | 1 | 4
CCc1ccc(-c2cc(C)no2)cc1S(=O)(=O)N1CCN(c2ccccc2)CC1 | 13 | -35 | 4 | 12 | 22 | 10 | 11 | -18 | 24 | -7 | -4
O=C(COC(=O)CC(c1ccccc1)c1ccccc1)Nc1cccc(F)c1 | 1 | 12 | 6 | -6 | 21 | 4 | 12 | 5 | 9 | 3 | -9
Cc1oc(-c2ccc3ccccc3c2)nc1CN(C)C(C)c1ccncn1 (configuration not stated) | -2 | -83 | -17 | -24 | -37 | -60 | -210 | 1 | -165 | 1 | -28
CSc1nc2c(c(-c3ccc(O)cc3)c1C#N)CCC2 | -10 | -5 | -1 | 6 | 24 | 10 | -3 | -22 | 26 | 5 | 29
O=C1OCCN1C(=O)[C@H]1[C@H](c2ccc(Cl)cc2)C(c2cccc(Cl)c2)=NN1c1ccccc1 | 3 | -6 | 1 | -8 | -4 | 11 | 0 | -10 | 30 | 0 | 0
CSc1ncc(S(=O)(=O)c2ccccc2)c(=O)[nH]1 | -9 | -9 | 8 | 5 | 9 | 6 | 15 | -15 | 10 | 0 | -12
CC(C)n1c(O)c(N=Nc2ccc(Cl)c(C(=O)O)c2)c2ccccc21 | 7 | 2 | -23 | -6 | -23 | nt | -25 | 2 | -14 | -3 | 2
COCCN(C(=O)COC(=O)c1cc2c(s1)CCC2)c1c(N)n(Cc2ccccc2)c(=O)[nH]c1=O | 1 | -26 | -13 | 17 | -20 | 6 | 19 | -8 | 5 | 4 | 17
O=C(Cc1cc(=O)[nH]c(=O)[nH]1)NCC1CCCO1 (configuration not stated) | -12 | 2 | 11 | 3 | -6 | 7 | 9 | -2 | 10 | -3 | -13
Cc1ccc(-c2nc(NCCCN(C)C)c3ccccc3n2)cc1 | 3 | -55 | -18 | nt | -34 | 10 | -41 | -9 | -47 | nt | 2
OCC1(Cc2ccccc2)CCN(Cc2ccc(C(F)(F)F)cc2)CC1 | -11 | 20 | 9 | -1 | 24 | 12 | 19 | -20 | 14 | 4 | 10
Cc1cc(C)nc(SCC(=O)OCN2C(=O)c3ccccc3C2=O)n1 | 5 | -7 | 0 | 0 | -20 | -7 | 18 | 1 | 1 | 1 | -7
SMILES | TRAIL sens C8 | NR2E3 ag-1 | TWEAK Fn14 block | TRPM1 prom inh | TROY NFkB inh | Shn3 inh set2 | HIF-2a inh | KKLEB cytotox | Peg3 prom inh | NR2E3 ag-2 | CF NFkB inh
CCOC1=NN(c2ncc(C(F)(F)F)cc2Cl)C(=O)C1 | -5 | -11 | 6 | -7 | 10 | -6 | 15 | 18 | 15 | 0 | 16
Cc1ccc(C(=O)COC(=O)C2CCC2)cc1 | -4 | -32 | -11 | -5 | -44 | 4 | 9 | 5 | 4 | 2 | -17
O=C(NCCc1ccccc1)c1cnc(Cl)c(Cl)c1 | 2 | 4 | -14 | -29 | -75 | 1 | -119 | 1 | -270 | 3 | 2
Cc1ccccc1NC(=S)NC(C)C(c1cccs1)N1CCOCC1 (configuration not stated) | -1 | -26 | 1 | nt | -6 | 13 | 15 | 0 | 6 | 2 | -3
O=C(NCCCn1ccnc1)c1noc2c1CCc1ccccc1-2 | 0 | -16 | 13 | -3 | -13 | -18 | -16 | 0 | -24 | 3 | -3
COc1cc(C(=O)OCC(=O)N(C)Cc2ccccc2)cc(OC)c1OC | -10 | -22 | -4 | 3 | nt | -38 | 5 | 8 | 7 | 3 | -7
COCCn1c(Sc2ccc(C)cc2)nc2c1c(=O)[nH]c(=O)n2C | -1 | -7 | -17 | 7 | 4 | 25 | 14 | -2 | 11 | 1 | 5
COc1ccc(S(=O)(=O)N2CCOCC2)cc1C(=O)NCc1ccccc1CN1CCCC1 | -7 | -1 | 13 | -5 | 1 | -4 | 8 | -13 | 15 | 2 | 1
N#Cc1ccccc1Cn1cc(/C=C/[N+](=O)[O-])c2ccccc21 | 3 | -17 | 50 | 91* | 24 | 96* | 96* | -20 | 106* | 0 | 40
O=C(O)C1CC=CCC1C(=O)N1CC=C(c2ccccc2)CC1 (configuration not stated) | -3 | 34 | 78* | 0 | 42 | -8 | 9 | -7 | 18 | 2 | 7
COc1ccc(NC(=O)CCCCCN2C(=O)c3cccc([N+](=O)[O-])c3C2=O)c(OC)c1 | -8 | -32 | -15 | -9 | -12 | 1 | 2 | 8 | 2 | -3 | -5
Cc1ccc(/C=N/NC(=O)CNC(=O)c2cccs2)cc1 | 20 | 13 | -1 | -14 | -11 | 11 | -58 | -16 | -22 | -3 | 23
CC(C)n1nc(C(=O)Nc2cccc(S(=O)(=O)N3CCCCC3)c2)c2ccccc2c1=O | 22 | -8 | 18 | 18 | 7 | 35 | 24 | -11 | 35 | 1 | 8
COc1cc(/C=N/NC(=O)c2cccc(S(=O)(=O)N3CCCC3)c2)ccc1O | 4 | -18 | -15 | 4 | -8 | -3 | 16 | -1 | -9 | 3 | 9
COc1ccc(C(=O)/C(=C\c2ccco2)N2C=CC=CC2=C(C#N)C#N)cc1 | -8 | -15 | 11 | 96* | -9 | 97* | 96* | -87* | 104* | 0 | 94*
O=C(Nc1ccc2c(c1)OCCO2)C1CCN(S(=O)(=O)c2ccccc2)CC1 | 3 | 28 | 25 | -5 | -10 | 24 | 10 | 4 | -2 | 4 | 3
CCNC(=O)CC1C(=O)N(c2ccc(C)cc2)C(=O)N1CCC(C)C (configuration not stated) | 2 | -3 | 18 | -4 | -9 | 4 | 16 | 3 | 14 | -1 | 7
O=C(COc1ccc([N+](=O)[O-])cc1)Nc1cccc(C(=O)Nc2ccccc2C(=O)O)c1 | -13 | -24 | 0 | -2 | 14 | -13 | 13 | 14 | 9 | 0 | -36
CC1(C(=O)NS(=O)(=O)C2CC2)CCN(C(=O)c2cccc(OC(F)(F)F)c2)C1 (configuration not stated) | 0 | 2 | -14 | nt | -4 | 1 | 14 | -5 | -4 | nt | 14
CCOC(=O)c1c(NC(=O)COC(=O)c2c(C)noc2C)sc2c1CCC2 | 9 | -7 | 11 | 0 | 7 | 4 | 29 | -45 | 4 | 1 | 43
CC/C=C\[C@H](O)[C@H](O)C1=C(C)C(=O)[C@]2(O1)C(=O)N[C@@](OC)(C(=O)c1ccccc1)C2O (some centres not stated) | -11 | -51 | 69* | -2 | 46 | 4 | 9 | -9 | 10 | 1 | 26
CN=C1CC(C)(C)CC(=O)/C1=C(/O)CCCN1C(=O)c2ccccc2C1=O | -6 | -29 | -2 | 6 | -2 | -26 | 11 | 9 | 3 | 2 | -11
CCOC(=O)c1ccc[n+](CC(=O)c2ccc(OC)cc2)c1 | -7 | -14 | -23 | 11 | -18 | 4 | 5 | 12 | -4 | -2 | -10
CC1(C)CC2CC(C)(CN2C(=O)COC(=O)c2ccc(Cl)cc2N)C1 (configuration not stated) | -2 | -1 | -3 | 6 | nt | 13 | -1 | -2 | 2 | 0 | -2
O=C(O)c1cc(-c2ccc(/C=N/Nc3ccc([N+](=O)[O-])cn3)o2)ccc1Cl | 8 | -60 | 1 | -5 | -12 | -16 | 8 | 0 | 31 | nt | 7

Shn3 inh set2: hit marks shown above.
Compound	NR2E3 ag-1	TWEAK Fn14 block	TRPM1 prom inh	Shn3 inh set2	HIF-2a inh	Peg3 prom inh	NR2E3 ag-2	CF NFkB inh
N#Cc1ccccc1Cn1cc(/C=C/[N+](=O)[O-])c2ccccc21	-17	50	91*	96*	96*	106*	0	40
COc1ccc(C(=O)/C(=C\c2ccco2)N2C=CC=CC2=C(C#N)C#N)cc1	-15	11	96*	97*	96*	104*	0	94*

Additional entries
SMILES | TRAIL sens C8 | NR2E3 ag-1 | TWEAK Fn14 block | TRPM1 prom inh | TROY NFkB inh | Shn3 inh set2 | HIF-2a inh | KKLEB cytotox | Peg3 prom inh | NR2E3 ag-2 | CF NFkB inh
CC(=O)c1ccc(NC(=O)CSc2nc(N)c3cc4c(nc3n2)CCCC4)cc1 | 52* | -58 | -31 | -66 | -38 | -39 | -170 | -26 | -123 | -57 | -3
O=C(CN1CCOCC1)Nc1ccc([N+](=O)[O-])cc1Br | 1 | 10 | 4 | nt | -2 | -13 | 5 | -7 | 14 | 6 | -13
Cc1nc(SCCO)c([N+](=O)[O-])[nH]1 | -3 | 10 | 16 | 11 | -7 | -4 | 13 | 4 | 15 | -1 | 9
C=CCn1c(SCC(=O)c2ccc(Cl)s2)nc2ccccc2c1=O | -14 | -3 | 9 | 4 | 21 | 1 | 3 | -3 | 21 | 0 | -2
O=C(Nc1cc(-c2ccccc2)[nH]n1)c1ccccc1F | 5 | -100 | -42 | nt | -33 | -97 | -303 | 4 | -348 | -1 | 8
C(=N\Nc1ncnc2sc3c(c12)CCC3)/c1cccs1 | 47 | 2 | -2 | 12 | 16 | 32 | -5 | -14 | 39 | 4 | -37
